# Source: PubChem (Sanford-Burnham Center for Chemical Genomics)
# mIAP activ: activators of mouse IAP, primary screen, biochemical, luminescence, uHTS. activation factor at 10 µM. muIAP, CDP-Star luminescence, 30 min; hits give high values; 1 = vehicle-only enzyme signal, 0 = enzyme-free wells. hit rate 0.24% among 330,000. intestinal alkaline phosphatase [Mus musculus];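 active = activation factor of at least 2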; note: the source names both 10 and 20 µM as test concentration; values of inactives mirror those of a sister screen read the other way
#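 System: Mouse IAP enzyme | Also added: CDP-Star substrate | Dosing: Compounds dispensed in DMSO | Schedule: 30 min enzyme-substrate-compound incubation at room temperature | Technique: Chemiluminescence readout | Control set: DMSO-only wells and no-enzyme negative control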
# hIAP inh: human IAP inhibitors, primary screen, biochemical, luminescence, uHTS; inhibition, % at 10 µM; AID 2544, 2010; purified IAP, CDP-Star luminescence, 30 min; hit rate 0.12% among 330,000; Intestinal-type alkaline phosphatase (Homo sapiens), P09923;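 active = inhibition reaching a set limit with compound at 10 µM in the primary screen, cut at about 35% in these data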;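 note: plate controls were DMSO wells with enzyme for no effect and no-enzyme buffer wells for full effect; values of inactives mirror those of a sister screen read the other way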
# Target sequence (P09923 whole entry, looked up): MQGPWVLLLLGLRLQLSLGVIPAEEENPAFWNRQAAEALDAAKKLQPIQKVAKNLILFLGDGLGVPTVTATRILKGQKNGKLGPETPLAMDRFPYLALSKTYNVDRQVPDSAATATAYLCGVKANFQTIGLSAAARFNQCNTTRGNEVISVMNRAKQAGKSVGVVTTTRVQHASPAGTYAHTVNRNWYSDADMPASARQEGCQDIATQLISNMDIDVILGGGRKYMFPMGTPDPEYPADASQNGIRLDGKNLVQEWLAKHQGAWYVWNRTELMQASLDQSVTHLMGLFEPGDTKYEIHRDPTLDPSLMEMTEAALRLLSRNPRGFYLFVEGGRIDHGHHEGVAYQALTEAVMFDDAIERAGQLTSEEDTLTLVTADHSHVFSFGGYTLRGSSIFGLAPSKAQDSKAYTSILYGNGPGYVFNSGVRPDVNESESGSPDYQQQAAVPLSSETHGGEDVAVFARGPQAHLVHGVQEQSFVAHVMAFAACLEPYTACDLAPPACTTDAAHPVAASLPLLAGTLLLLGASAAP
# beta cell repl: inducers of MIN6 beta-cell proliferation, primary screen, ATP luminescence, uHTS. hit rate 0.29% among 330,000. AID 2380, 2010. proliferation, % at 10 µM. MIN6 cells proliferation, ATPlite luminescence, 48 h; cells starved in 0.2% serum; 100% = growth in 10% serum;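 active = compounds whose signal lies at least 3.5 SD above the mean of all wells on their plate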;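 note: 0% = DMSO-treated cells in low-serum medium and 100% = 10% serum control; some compounds called inactive have numbers as strong as hits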
# mIAP block: inhibitors of mouse IAP, primary screen, biochemical, luminescence, uHTS. purified mouse IAP, CDP-Star luminescence, 30 min. hit rate 0.2% among 330,000. inhibition, % at 10 µM;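 active = inhibition of at least 40% at 10 µM in the primary screen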;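 note: plate controls were DMSO with enzyme for no effect and no enzyme wells for full effect; values of inactives mirror those of a sister screen read the other way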
# APOBEC3G inh: APOBEC3G DNA deaminase inhibitors, primary screen, biochemical, fluorescence, single-stranded DNA substrate, uHTS; inhibition, % at 20 µM; hit rate 0.28% among 330,000; DNA dC->dU-editing enzyme APOBEC-3G (Homo sapiens), Q9HC16; recombinant A3G, ssDNA deamination FAM/TAMRA fluorescence;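 active = inhibition of at least 40% at 20 µM, with no more than 30% in the related APOBEC3A deaminase screen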;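 note: plate controls were DMSO wells with A3G for no effect and wells lacking A3G enzyme for full effect; some compounds called inactive have numbers as strong as hits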
# hIAP act: human IAP activators, primary screen, biochemical, luminescence, uHTS. purified human IAP, CDP-Star luminescence, 30 min; hits give high values; 1 = vehicle-only enzyme, 0 = enzyme-free background. activation factor at 10 µM. hit rate 0.16% among 330,000;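 active = activation factor of the enzyme at least 2-fold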; note: the source names both 10 and 20 µM as test concentration; values of inactives mirror those of a sister screen read the other way
# APOBEC3A inh: APOBEC3A ssDNA deaminase inhibitors, primary screen, selectivity assay for APOBEC3G inhibitor project, biochemical, FAM/TAMRA oligo cleavage fluorescence. DNA dC->dU-editing enzyme APOBEC-3A (Homo sapiens), P31941. recombinant A3A, FAM/TAMRA ssDNA deamination fluorescence. inhibition, % at 20 µM. hit rate 0.41% among 330,000;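 active = at least 40% inhibition at 20 µM here, with at most 30% in a related deaminase screen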;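 note: plate controls were A3A with DMSO for no effect and wells lacking A3A enzyme for full effect; some results filed as inactive read as strong as hits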
# Target sequence (P31941 whole entry, looked up): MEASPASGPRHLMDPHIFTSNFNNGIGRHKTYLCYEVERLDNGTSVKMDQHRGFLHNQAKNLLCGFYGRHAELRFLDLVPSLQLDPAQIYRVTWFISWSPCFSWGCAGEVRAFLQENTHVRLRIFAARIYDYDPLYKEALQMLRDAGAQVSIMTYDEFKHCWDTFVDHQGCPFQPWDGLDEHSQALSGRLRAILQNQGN
# NALP3 yeast inh: NALP3 inflammasome inhibitors in reconstituted yeast, primary screen, luminescence, uHTS. Yeast reconstituted NLRP3/ASC/caspase-1, beta-gal luminescence, 24 h. inhibition, % at 10 µM. hit rate 0.39% among 330,000;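 active = inhibition of 50% or more; inactive = inhibition below 50%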;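 note: plate controls were induced DMSO wells for no effect and uninduced yeast grown without galactose for full effect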
# SENP1 inh: human SENP1 catalytic domain inhibitors, primary screen, biochemical, FRET, uHTS; Sentrin-specific protease 1 (Homo sapiens), Q9P0U3; recombinant SENP1 catalytic domain, CyPet-SUMO1-YPet FRET cleavage; inhibition, % at 10 µM; hit rate 0.21% among 360,000;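 active = inhibition at least 30% at 10 µM, raw YFP signal under a set limit, fluorescence ratio 0.5 to 1.5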;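 note: 0% = enzyme with DMSO and 100% = no enzyme wells; some results filed as inactive read as strong as hits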
# Target sequence (Q9P0U3 419-644 limits assumed): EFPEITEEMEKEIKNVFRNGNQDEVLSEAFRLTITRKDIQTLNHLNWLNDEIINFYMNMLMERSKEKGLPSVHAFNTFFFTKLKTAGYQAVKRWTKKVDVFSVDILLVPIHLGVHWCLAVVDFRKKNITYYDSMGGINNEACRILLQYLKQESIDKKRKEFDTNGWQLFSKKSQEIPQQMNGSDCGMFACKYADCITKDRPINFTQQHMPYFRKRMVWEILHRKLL
#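 system = hSENP1 catalytic domain, recombinant | reagent = SFCypet-SUMO1-SFYpet substrate at 25 nM | doses = one dose per compound, 10 µM, 0.5% DMSO | incubation = enzyme reaction for 50 min at room temperature, dark | measured by = FRET, CFP and YFP emission | controls = no-enzyme low, enzyme-DMSO high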
# Starred values were filed as active, the others as inactive. Some of the compounds tested. The share of hits here may be higher or lower than overall.
no.	canonical_smiles	hIAP act	mIAP activ	NALP3 yeast inh	SENP1 inh	hIAP inh	APOBEC3G inh	APOBEC3A inh	beta cell repl	mIAP block
1	Cc1c(C(=O)N2CCCCC2)c(S(=O)(=O)N2CCN(c3ccc(Cl)cc3)CC2)c(C)n1C	0.78	0.99	13	1	22	-1	-3	4	1
2	COc1cc(SC)ccc1C(=O)N(C)CC(=O)Nc1cccc2ccccc12	0.9	1.1	8	2	10	-1	1	4	-12
3	CCOc1ccc(CN2CCC(n3nccc3NC(=O)CCCc3ccccc3)CC2)cc1	3.2*	2.2*	-1	1	-217	-5	-2	-6	-120
4	CC[C@@H](C)[C@H](NC(=O)OCc1ccccc1)c1nnc([C@@H](NC(=O)OCc2ccccc2)[C@@H](C)CC)o1	0.95	1.5	20	1	5	-8	-4	4	-46
5	CCC1CCCCN1CCCNC(=O)C1CCN(S(=O)(=O)N2CCC3(CC2)OCCO3)CC1 (stereo not given)	1.2	0.96	10	3	-18	-7	-5	-1	4
6	Cc1ccc(C(=O)CCNc2ccc(F)c(Cl)c2)o1	1	1	10	0	-4	-3	-4	-6	0
7	C=CCNc1nc(Cl)nc(Nc2cc(Cl)ccc2OC)n1	0.86	1	11	1	14	-6	-8	-2	-1
8	CCOc1cc2[nH]c(=S)n(Cc3ccc(C(=O)NCC(OC)OC)cc3)c(=O)c2cc1OCC	0.85	0.84	4	0	15	-8	-5	-2	16
9	Cc1cc2cc(C#N)c(NCCNC(=S)NCCCN3CCOCC3)nc2cc1C	1.1	0.97	4	-107	-6	-5	-2	1	3
10	COc1c2c(nc3occc13)C(CC=C(C)C)(OC)C(O)CC2 (stereo not given)	0.84	1.1	7	-1	16	-4	-1	0	-6
11	COc1cc(C(Nc2ccc(S(=O)(=O)NCC3CCCO3)cc2)C(=O)NC(C)(C)C)cc(OC)c1OC (stereo not given)	1.1	1.1	11	1	-5	-2	3	-3	-6
12	S=C(c1cn(Cc2ccccc2)c2ccccc12)N1CCOCC1	0.85	0.88	4	0	15	-7	-3	6	12
13	Cc1nn(C(=O)c2ccco2)c(C)c1CN1C(=O)c2ccccc2C1=O	0.9	0.97	29	2	10	-7	-4	1	3
14	O=S(=O)(NC1CC1)c1ccc(S(=O)(=O)N2CCC3(CC2)OCCO3)cc1	1.1	0.91	1	3	-8	1	3	-3	9
15	CCOC(=S)N/C(=N\S(C)(=O)=O)c1ccccc1	1	0.91	18	3	-1	10	-9	-2	9
16	CCOC(=O)C1(Cc2ccccc2C)CCCN(C(=O)c2ccc(OC)o2)C1 (stereo not given)	1.2	1	0	-1	-21	-3	2	-1	-4
17	Cc1cc(-c2cc(-c3ccccc3)on2)nc(NCC2CC2)n1	0.88	0.94	21	1	12	-5	0	-2	6
18	CCN(c1ccccc1)S(=O)(=O)c1ccc(C(=O)N(C)CCc2ccc(OC)c(OC)c2)cc1	1	0.99	19	2	-2	-6	3	-2	1
19	Cc1ccc(O)c(NC(=O)c2cc(-c3ccco3)on2)c1	1.1	0.92	56*	0	-6	-9	-1	-1	8
20	CC(=O)N1CCN(C(=S)c2cccc([N+](=O)[O-])c2)CC1	0.88	0.97	4	3	12	-9	-6	1	3
21	O=C(Nc1cccc(-c2csc(Nc3ccccc3)n2)c1)c1cc([N+](=O)[O-])cc(C(F)(F)F)c1	0.98	1	22	0	2	-8	-4	-6	-3
22	COc1cc(/C=N\NC(=O)c2ccc(C)nc2)ccc1OC(=O)c1cccc(F)c1	0.94	0.95	15	2	6	-7	0	-1	5
23	Oc1ccc(/C=N/Nc2cc(N3CCOCC3)nc(N3CCOCC3)n2)cc1	0.87	1.1	13	-6	13	-6	-8	-4	-6
24	COc1ccc2cc(CCNC(=O)C(C)C)c(=O)[nH]c2c1	0.9	0.98	21	0	10	-9	-4	0	2
25	Cc1ccc(C)c(OCCCC(=O)O)c1	1	1	-21	1	-1	1	0	-1	0
26	CN(C(=O)/C(N=Nc1cccc(C(F)(F)F)c1)=C(\O)C(F)(F)F)c1ccccc1	1.3	0.92	-16	1	-26	-8	-5	-6	8
27	Cc1csc(=O)n1CCC(=O)OC(C)C(=O)NCc1ccccc1 (stereo not given)	1.3	0.85	13	2	-30	4	-2	-3	14
28	CC(C)N(C(=O)C1CC(=O)OC12CCCCC2)C(C)C (stereo not given)	0.79	0.9	0	2	21	-7	-3	1	10
29	O=S(=O)(Nc1ccccc1O)c1cccc2cccnc12	1.8	0.94	10	2	-79	-4	-4	-4	6
30	COc1ccc(CC(=O)N2CCN(c3ccc(C4=NNC(=O)CC4C)cc3)CC2)cc1 (stereo not given)	1.1	0.96	25	-1	-11	4	2	4.6*	4

# Reprinted from the part before: 5 compounds, followed by the next part.
no.	canonical_smiles	hIAP act	mIAP activ	NALP3 yeast inh	SENP1 inh	hIAP inh	APOBEC3G inh	APOBEC3A inh	beta cell repl	mIAP block
26	CN(C(=O)/C(N=Nc1cccc(C(F)(F)F)c1)=C(\O)C(F)(F)F)c1ccccc1	1.3	0.92	-16	1	-26	-8	-5	-6	8
27	Cc1csc(=O)n1CCC(=O)OC(C)C(=O)NCc1ccccc1 (stereo not given)	1.3	0.85	13	2	-30	4	-2	-3	14
28	CC(C)N(C(=O)C1CC(=O)OC12CCCCC2)C(C)C (stereo not given)	0.79	0.9	0	2	21	-7	-3	1	10
29	O=S(=O)(Nc1ccccc1O)c1cccc2cccnc12	1.8	0.94	10	2	-79	-4	-4	-4	6
30	COc1ccc(CC(=O)N2CCN(c3ccc(C4=NNC(=O)CC4C)cc3)CC2)cc1 (stereo not given)	1.1	0.96	25	-1	-11	4	2	4.6*	4
31	O=C(Cc1n[nH]c(=O)c2ccccc12)Nc1ccc(-c2nnc3n2CCCCC3)cc1	0.83	0.92	-2	0	17	-6	5	-3	8
32	COc1ccccc1/C=[N+](\[O-])C1SC(=S)N(C)C1(C)C (stereo not given)	1	0.92	4	0	-4	-3	1	1	8
33	COc1cc(/C=N/NC(=Nc2ccc(C)cc2)c2nc3ccccc3s2)ccc1O	1	0.9	1	0	0	3	1	-6	10
34	CCOC(=O)N1CCN(C(=O)CSCc2nc(-c3ccccc3F)oc2C)CC1	0.94	0.99	8	2	6	2	0	1	1
35	c1ccc2c(c1)[nH]c1c(N3CCC4(CC3)OCCO4)ncnc12	1.2	1.1	2	-21	-16	2	-3	-2	-5
36	Cc1c(Br)c([N+](=O)[O-])nn1C(C)C(=O)N1CCCc2ccccc21 (stereo not given)	0.93	1.1	4	3	7	-2	-4	1	-7
37	CCCCNc1nnc(SCC(=O)c2c(N)n(CCC)c(=O)[nH]c2=O)s1	1.1	1	14	0	-7	-5	0	-2	-3
38	Cc1cc(NC(=O)C2C3C(=O)N(CCC(C)C)C(C(=O)NCc4ccccc4)C34C=CC2(C)O4)no1 (stereo not given)	1.1	1.1	-11	-21	-13	-6	-1	-4	-11
39	C=CCSc1ncc(-c2ccccc2)cn1	0.83	0.94	8	-4	17	1	-1	-3	6
40	Cc1cc(C(=O)N/N=C2\CC(=O)CC(C)(C)C2)c2ccccc2n1	0.83	0.87	3	13	17	-3	-2	-4	13
41	CC[C@@H](C)[C@@H]1CN([C@@H](C)CN2CCC[C@H]2CN2C(N)=NC[C@@H]2Cc2ccccc2)C(=N)N1CCCC1CCCC1	1.1	1.3	24	-4	-8	-1	2	-4	-31
42	COc1ccc(N2Cc3ccc(OC)c(OC)c3C2=O)cc1	1.1	0.96	12	2	-7	-5	-1	-5	4
43	Cc1c(Nc2cc(N3CCCC(C)C3)c3nonc3c2[N+](=O)[O-])c(=O)n(-c2ccccc2)n1C (stereo not given)	0.88	0.84	12	2	12	-3	-1	-1	16
44	CSc1ccccc1NC(=O)CN(C)CC(=O)Nc1ccccc1C(F)(F)F	1.8	1.2	0	1	-79	-10	5	0	-17
45	Cc1ccccc1N(C(=O)Cc1c[nH]c2ccccc12)C(C(=O)NC1CCCCC1)c1ccco1 (stereo not given)	1	1	-1	2	-3	-3	-5	0	-2
46	O=C(Cn1ccc(NC(=O)OCc2ccccc2)nc1=O)NCCc1ccccn1	1.1	1.1	8	1	-12	-6	0	2	-9
47	CC1CCc2c(c3ccccc3[nH]c2=O)O1 (stereo not given)	1	0.96	2	0	-4	-2	-1	-3	4
48	CCn1c(COc2c(C)cccc2C)nnc1SCc1nc2ccccc2c(=O)[nH]1	1	0.97	4	-3	-5	-1	1	2	3
49	Clc1cccc(CN2CCc3c([nH]c4ccccc34)C2)c1Cl	0.99	1	-8	-7	1	-6	3	-5	0
50	COc1ccccc1NC(=O)C(C)Sc1nccn1C (stereo not given)	1.1	1.1	-8	0	-9	-8	-5	-1	-8
51	Fc1ccc(N2N=C(c3cccs3)CC2c2ccccc2)cc1 (stereo not given)	1	1.8	-2	-24	-1	-8	-3	-5	-80
52	Cc1cc(C)c(OCC(O)CN2CCN(C(=O)c3ccccc3)CC2)c(C)c1 (stereo not given)	1.1	0.91	10	1	-6	-5	-7	1	9
53	COc1ccccc1NC(=O)COC(=O)c1ccccc1C(=O)N1CCN(c2ccccc2)CC1	1	1.1	19	14	-2	-5	-2	1	-9
54	CCOc1c(Cl)cc(/C=C/C(=O)N(CC)CC(=O)NCc2cccs2)cc1OC	0.88	0.93	15	2	12	-7	0	-2	7

# Sorted by value in APOBEC3G inh (lowest first): 3 of the compounds above
cpd | canonical_smiles | APOBEC3G inh
5 | CCC1CCCCN1CCCNC(=O)C1CCN(S(=O)(=O)N2CCC3(CC2)OCCO3)CC1 (stereo not given) | -7
10 | COc1c2c(nc3occc13)C(CC=C(C)C)(OC)C(O)CC2 (stereo not given) | -4
30 | COc1ccc(CC(=O)N2CCN(c3ccc(C4=NNC(=O)CC4C)cc3)CC2)cc1 (stereo not given) | 4
